Screening results deposited in PubChem BioAssay by PCMD.
Cathepsin G inh: inhibitors of human cathepsin G; P08311; purified enzyme, AMC-tetrapeptide fluorescence, pooled mixtures; inhibition, % at 5 µM (by protocol); 62,000 tested, 0.2% active;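 active means inhibition above 20% in each of the two mixture wells holding the compound; inactive means inhibition of 20% or less in either well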;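 further: 0% = enzyme control without mixture and 100% = blank lacking enzyme; strong numbers were not always called active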
Target sequence (P08311 21-244 limits assumed): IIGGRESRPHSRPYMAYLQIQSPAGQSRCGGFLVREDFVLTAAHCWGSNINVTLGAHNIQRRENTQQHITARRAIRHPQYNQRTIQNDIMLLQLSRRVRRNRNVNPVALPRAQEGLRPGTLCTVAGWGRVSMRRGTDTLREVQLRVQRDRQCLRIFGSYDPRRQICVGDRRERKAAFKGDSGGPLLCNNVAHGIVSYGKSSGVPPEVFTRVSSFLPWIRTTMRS
E coli RNAP: inhibitors of Escherichia coli RNA polymerase; P0A8V2; E. coli RNA polymerase, fluorescence transcription assay; inhibition, %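 (tested at 10 µM)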; 62,000 tested, 0.2% active; AID 559; in the data active means inhibition above about 20%;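 further: 0% = enzyme without compound and 100% = no enzyme blank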
FXIa mix inh: blocks human factor XIa in pooled compound mixtures; P03951; 62,000 tested, 0.19% active; inhibition, % at 5 µM; purified FXIa, fluorogenic substrate; in the data active means inhibition above about 20%, passing the limit was not always enough;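 further: each value is inhibition by a whole ten-compound pool holding the compound; 0% = enzyme with no mixture and 100% = wells lacking enzyme; strong numbers were not always called active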
CatS inh: inhibitors of human cathepsin S | 62,000 tested, 0.06% active | inhibition, %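 (tested at 5 µM per compound within 10-compound mixtures)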 | recombinant cathepsin S, AMC dipeptide fluorescence, pooled mixtures | AID 501 | P25774; in the data active means inhibition above about 32%, passing the limit was not always enough;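 further: 0% = enzyme without compound and 100% = blank without enzyme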
Target sequence (P25774 115-331 limits assumed): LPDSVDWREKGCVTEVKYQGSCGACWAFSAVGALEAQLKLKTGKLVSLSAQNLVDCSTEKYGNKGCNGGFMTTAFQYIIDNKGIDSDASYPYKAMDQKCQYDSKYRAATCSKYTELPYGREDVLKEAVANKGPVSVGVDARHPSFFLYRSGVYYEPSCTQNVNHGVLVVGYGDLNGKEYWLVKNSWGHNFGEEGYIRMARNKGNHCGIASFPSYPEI
CatL inh: inhibitors of human cathepsin L | AID 460 | P07711 | 58,000 tested, 0.17% active | inhibition, %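 (tested at 10 µM)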 | purified cathepsin L, fluorogenic substrate, fluorescence; in the data active means inhibition above about 45%;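 further: 0% = enzyme with no compound and 100% = no enzyme blank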
Target sequence (P07711 114-288 limits assumed): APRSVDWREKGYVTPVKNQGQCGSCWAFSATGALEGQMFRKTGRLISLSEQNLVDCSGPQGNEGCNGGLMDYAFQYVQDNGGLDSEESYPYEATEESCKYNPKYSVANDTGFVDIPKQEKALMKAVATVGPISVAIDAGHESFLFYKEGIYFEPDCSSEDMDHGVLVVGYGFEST
Target sequence (P07711 292-333 limits assumed): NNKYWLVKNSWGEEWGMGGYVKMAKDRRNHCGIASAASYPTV
CatB mixtures: inhibitors of human cathepsin B in compound mixtures; P07858; Purified cathepsin B, AMC dipeptide fluorescence; inhibition, %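 (ten-compound pools at 5 µM per compound and 50 µM total)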; 62,000 tested, 0.06% active; AID 488; in the data active means inhibition above about 22%, passing the limit was not always enough;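 further: 0% = enzyme without compound and 100% = no enzyme blank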
CatB inh: human cathepsin B inhibition | inhibition, %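 (tested at 10 µM)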 | P07858 | AID 453 | 63,000 tested, 0.1% active | purified cathepsin B, fluorogenic substrate, fluorescence; in the data active means inhibition above about 21%;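 further: 0% = enzyme with no compound and 100% = no enzyme blank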
AP complement: alternative pathway complement inhibition, orthogonal assay; inhibition, % at 5 µM; Human serum alternative complement pathway, LPS-coated ELISA, C3 deposition; tested in compound mixtures; 62,000 tested, 0.08% active; AID 1235;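 active means inhibition above 30% in each of the two pooled mixtures holding the compound, so the lower value exceeds 30%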;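 further: 0% = serum in Mg-EGTA without compound and 100% = EDTA serum blank; some compounds past the cut are filed as inactive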
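Test system – human serum alternative complement pathway, C3 deposition on LPS-coated wells · Buffer or medium – diluted human serum in Mg2+-EGTA GVB++ · Compound dosing – 5 µM each compound, pools of ten, 50 µM per pool · Schedule – 1 h serum-compound exposure at 37 °C · Measured by – Anti-C3 ELISA, OD 450 nm · Read-out basis – percent inhibition of C3 deposition onto LPS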
C1s block: blocks human complement C1s protease activity. purified C1s, fluorogenic AMC substrate, pooled mixtures. 62,000 tested, 0.16% active. mean inhibition % of two 10-compound mixtures (active compounds read high), % at 5 µM (by protocol). AID 538;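 active means inhibition above 20% in each of the two 10-compound mixture wells holding the compound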;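 further: 0% = enzyme wells lacking compound mixture and 100% = no-enzyme blank wells; some compounds called inactive have numbers as strong as hits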
Starred values were filed as active, the others as inactive; / = not tested or not shown. The list is partial; the hit share may differ from the screen's.

smiles | Cathepsin G inh | E coli RNAP | FXIa mix inh | CatS inh | CatL inh | CatB mixtures | CatB inh | AP complement | C1s block
CCC(CC)C(=O)NCCc1cc2ccc(OC)cc2[nH]c1=O | 13 | 7 | 0 | 5 | 13 | 1 | 3 | -1 | 11
CC(C)OC(=O)c1c2nc3ccccc3nc2n2c1[nH]c(=O)c1ccccc12 | -7 | -15 | 3 | -3 | -28 | 0 | 3 | 14 | 7
CCN(CC)C(=O)CN(c1ccc(F)c(Cl)c1)S(C)(=O)=O | -7 | 9 | 4 | 18 | 19 | 1 | 5 | -11 | -13
CCCS(=O)(=O)N1CCC(C(=O)N2CCC(Cc3ccccc3)CC2)CC1 | 4 | 0 | 9 | -3 | -7 | -1 | 6 | 16 | 3
CCc1nnc(NC(=O)Cc2ccc(OCc3c(C)noc3C)cc2)s1 | 12 | 8 | 5 | -2 | -2 | 4 | 3 | 8 | 13
Cc1ccc(S(=O)(=O)N2CCOCC2)cc1C(=O)NCc1cn2ccsc2n1 | 8 | 3 | 8 | 4 | 0 | 5 | 4 | 24 | 7
CCOC(=O)c1c(C)[nH]c(C(=O)CN2C(=O)NC(CC)(c3ccccc3)C2=O)c1C (centres undefined) | 6 | 1 | -4 | -5 | 4 | 1 | 4 | 5 | -6
CC(Oc1ccc2c(-c3ccccc3)cc(=O)oc2c1)C(=O)O (centres undefined) | -27 | 11 | -30 | -21 | 18 | -18 | -3 | 6 | -182
Cc1nc(C)c(C(=O)Nc2cccc(Cl)c2)o1 | 11 | 6 | 6 | 4 | 19 | 2 | 1 | 8 | -10
C1=C(N2CCOCC2)/C(=C/c2nc3ccccc3[nH]2)CC1 | 13 | / | 5 | 6 | -3 | 4 | 0 | 10 | 13
COc1cccc2[nH]c3c(N4CCN(Cc5ccc6c(c5)OCO6)CC4)ncnc3c12 | 9 | 1 | -2 | -1 | -274 | 2 | 2 | 17 | -23
O=C(Cn1c(=O)oc2ccccc21)c1ccccc1 | 11 | 8 | 10 | 15 | 8 | 7 | 4 | 3 | 15
CCCc1nc2oc3c(N4CCNCC4)ncnc3c2c2c1CCCC2 | -6 | 2 | 10 | 16 | -7 | 3 | -7 | 15 | 3
COC(=O)c1ccc(NC(=O)C2C3C=CC(O3)C2C(=O)O)cc1 (centres undefined) | -2 | 5 | 6 | 17 | -3 | 7 | 8 | 7 | -9
Cc1cc(=O)n2c(C)n[nH]c2n1 | 8 | 6 | 6 | -6 | 5 | 1 | 0 | 12 | 10
CC(=O)c1c(C)n(-c2ccc(N(C)C)cc2)c2ccc(OCC(N)=O)cc12 | 9 | 6 | 6 | 4 | / | 2 | 3 | 26 | 3
CCCCc1ccc(C(=O)NC(C(=O)O)C(C)C)cc1 (centres undefined) | 6 | 9 | 0 | 7 | 32 | 3 | 9 | 4 | -8
O=C(COc1ccc(Cl)cc1)OCC(=O)N1CCCCCC1 | -2 | 3 | 27* | 9 | 21 | 1 | 4 | -1 | 0
Clc1ccc(C(c2nnnn2C2CCCCC2)N(Cc2cccnc2)Cc2ccco2)cc1 (centres undefined) | 9 | 6 | 20 | 9 | 34 | 3 | 1 | 3 | 16
O=C(Cn1nnc(-c2ccc(Cl)cc2)n1)NC1CC2CCC1C2 (centres undefined) | -15 | -8 | 3 | 5 | 3 | 1 | 1 | -32 | -24
Cc1ccc(C)n1-c1ccc2c(c1)COC2=O | -5 | -6 | 6 | -21 | -2 | -2 | 1 | 13 | -7
Cc1nn(-c2ccccc2)c2nc(-c3ccco3)cc(C(=O)O)c12 | 3 | 0 | 8 | 16 | -6 | -2 | 1 | 6 | -9
C=CCC(=O)OCC(=O)Nc1ccc(Oc2ccccc2)cc1 | -12 | -4 | 0 | -2 | -4 | -2 | -1 | -14 | -15
COc1ccc(N2CCN(C(c3cccs3)C(C)NS(=O)(=O)c3ccccc3)CC2)cc1 (centres undefined) | 9 | 15 | 6 | 0 | 23 | -2 | 0 | 5 | 9
Oc1ccccc1-c1cc(C(F)(F)C(F)F)nc(-c2ccccc2)n1 | 6 | 13 | 7 | 19 | 7 | 7 | 6 | 0 | 8
CCCC12CN3CC(C)(CN(C1)C31CCCCC1)C2=O | 2 | 8 | 11 | 12 | 16 | 1 | 5 | 9 | -2
CC1(C)Cc2c(c(=S)nc(-c3ccccc3)n2CCO)CO1 | 11 | 10 | 2 | 9 | 26 | -6 | 2 | 12 | -1
Nc1ccc(S(=O)(=O)Nc2ccccn2)cc1 | -1 | 17 | -9 | 8 | 0 | 1 | 3 | 1 | -46
COCCn1nnnc1CN(Cc1cccnc1)Cc1cc2cc(OC)ccc2[nH]c1=O | 3 | 6 | 14 | 7 | -2 | 8 | -4 | 13 | 1
Cc1ccc(CC(CC(=O)O)C(=O)NC2CCCCC2)cc1 (centres undefined) | 5 | 0 | 10 | 2 | 4 | 1 | 2 | 10 | 3
O=C(NCCN1CCOCC1)c1cccc(Cl)c1 | -3 | 3 | 5 | 9 | 10 | 1 | 6 | -1 | -3
Cc1ccc(F)c(NC=C2C(=O)OC(C)(C)OC2=O)c1 | 0 | 5 | 11 | 14 | 10 | 0 | 5 | 9 | -5
Cc1cccc(NC(=O)C2C(C(=O)O)C3C=CC2C32CC2)c1C (centres undefined) | 8 | 10 | 6 | 11 | 21 | 1 | 0 | -3 | 10
N#Cc1c(N)nc(SCC(=O)NC2CCCCC2)c(C#N)c1-c1ccc(Cl)cc1 | -6 | 5 | -16 | -13 | -35 | -12 | 3 | 11 | -106
CNC(=O)CSc1nnc(-c2cc(C)cc(C)c2)o1 | 5 | 6 | -2 | -18 | 8 | 0 | 0 | 9 | -28
Cc1ccccc1N1C(=O)CC(N(O)c2ccccc2)C1=O (centres undefined) | 9 | 4 | -2 | -6 | -2 | 1 | 3 | 4 | 9
COc1cc(OC)c(C2=NOC(C(=O)O)C2)cc1Cl (centres undefined) | 3 | 2 | 10 | -5 | -15 | -1 | 0 | 16 | 4
O=C(CNS(=O)(=O)c1ccc(Br)s1)Nc1ccc2c(c1)OCCO2 | 29 | 6 | 1 | -2 | 2 | 4 | -2 | 14 | 6
CCCCCCOc1ccc(C(CC(=O)O)C(N)=O)cc1 (centres undefined) | 2 | -5 | 1 | 10 | 17 | -3 | -2 | -1 | 1
CC(CN1CCCC1)OC(=O)COc1ccccc1 (centres undefined) | 6 | 0 | 7 | -4 | 16 | 0 | 3 | 10 | 9
NC(=O)C1CCN(CC(=O)N2c3ccccc3CCc3ccccc32)CC1 | 11 | 3 | 7 | -14 | 1 | 4 | 3 | 6 | 12
CCCC1(CCC)NC(=O)NC1=O | 5 | 5 | 6 | -2 | -1 | 4 | 2 | 5 | 11
N#Cc1ccccc1Sc1ccccc1C(=O)OCc1nnc(-c2ccccc2)o1 | -13 | -11 | -6 | -9 | -2 | 2 | -2 | -7 | -33
N#C/C(=C\c1cccs1)Sc1nc2ccccc2s1 | 8 | 7 | 2 | 2 | 25 | 6 | 3 | 2 | 13
Nc1nc(CSc2n[nH]c(-c3ccccc3)n2)nc(Nc2ccccc2)n1 | -1 | 5 | 0 | -1 | 1 | 7 | 5 | 3 | -1
CSc1nnc2c(n1)OC(C)=Nc1ccccc1-2 | 9 | 1 | 6 | -6 | -5 | 7 | 4 | 17 | 19
Nc1nc(-n2cnnc2)nn1-c1ccccc1 | 11 | 10 | 7 | -1 | 8 | 4 | 2 | -2 | 12
COc1ccc(Cl)cc1NC(=O)c1cnc2n(c1=O)CCS2 | -4 | -10 | 5 | -2 | -9 | -3 | -5 | 24 | -4
COc1ccc(N2CCN(C(=O)CN3C(=O)C4CC=CCC4C3=O)CC2)cc1 (centres undefined) | -11 | -10 | 0 | 6 | 0 | 2 | 4 | -12 | -19
CSc1nsc(SC)c1NC(=O)Nc1ccccn1 | -10 | 10 | -24 | -11 | 17 | -7 | -2 | 1 | -69

2 neighbouring compounds out of the list so far:
smiles | Cathepsin G inh | E coli RNAP | FXIa mix inh | CatS inh | CatL inh | CatB mixtures | CatB inh | AP complement | C1s block
N#Cc1c(N)nc(SCC(=O)NC2CCCCC2)c(C#N)c1-c1ccc(Cl)cc1 | -6 | 5 | -16 | -13 | -35 | -12 | 3 | 11 | -106
CNC(=O)CSc1nnc(-c2cc(C)cc(C)c2)o1 | 5 | 6 | -2 | -18 | 8 | 0 | 0 | 9 | -28

(list continues)
smiles | Cathepsin G inh | E coli RNAP | FXIa mix inh | CatS inh | CatL inh | CatB mixtures | CatB inh | AP complement | C1s block
CCOc1cc(C(=O)NC(C)COC)cc(OCC)c1OCC (centres undefined) | -2 | -5 | 9 | -5 | -6 | -3 | 2 | 8 | -9
CCCCOc1ccc(/C(N)=N/O)cc1 | 7 | 2 | 12 | 5 | -2 | 2 | 0 | 16 | 4
CN1CCc2c(sc3c2c(=O)n(-c2ccccc2)c2nnc(SCc4ccccc4F)n32)C1 | 11 | / | 5 | 0 | 3 | 0 | 2 | 22 | 1
CC(C)CSc1nc2ccccc2n1CC(N)=O | -36 | 8 | 6 | 5 | -3 | 9 | -2 | 4 | -2
CCOC(=O)c1ccc(NC(=O)c2cc(S(=O)(=O)N3CCOCC3)ccc2O)cc1 | 8 | -1 | 2 | 3 | / | -1 | 1 | 4 | -9
COc1ccc(C)cc1NC(=O)COCC(=O)O | 1 | 4 | 4 | 1 | 0 | 3 | 9 | -5 | 0
CCC(CO)Nc1ncnc2c1cnn2-c1ccc(OC)cc1 (centres undefined) | 10 | 14 | 1 | -2 | 14 | 2 | -2 | 20 | 16
Cc1ccc(C(=O)COC(=O)CNC(=O)c2ccco2)cc1 | 10 | 7 | -13 | 8 | 10 | 0 | 6 | 2 | -18
Cc1ccc(Nc2nc(OC(C(F)(F)F)C(F)(F)F)nc(N3CCOCC3)n2)cc1 | 10 | 2 | 8 | -6 | / | 1 | 0 | 15 | 15
O=C(Cn1nnc(-c2ccccc2)n1)Nc1ccccc1N1CCOCC1 | -5 | 0 | 9 | -5 | 0 | -1 | -4 | 8 | 3
CC1CCC(C(C)C)C(OC(=O)COC(=O)c2ccc(=O)[nH]c2)C1 (centres undefined) | 2 | 12 | 3 | 4 | 10 | 1 | 4 | -4 | -22
O=C(O)c1ccc(C2SCC(=O)N2Cc2ccccc2)cc1 (centres undefined) | -18 | -10 | -5 | -8 | -6 | -4 | 6 | 3 | -30
Cc1ccc(S(=O)(=O)NC(=O)c2cc(C)n(CCCn3ccnc3)c2C)cc1 | 3 | 11 | 9 | 10 | 4 | 7 | -2 | 8 | 0
CC(C)CCn1c(=O)c2ccccc2n2c(CN(C)Cc3ccccc3)nnc12 | 1 | -8 | 13 | -4 | -7 | -4 | -4 | 15 | -5
COC(=O)c1cc(NC(=O)C2COc3ccccc3O2)cc(C(=O)OC)c1 (centres undefined) | 5 | 8 | 15 | 5 | 0 | 7 | -2 | 5 | -1
CC(C)Oc1nc(-c2ccccc2O)nc2ccccc12 | 4 | / | -3 | 20 | 9 | 3 | 3 | 0 | -3
CCN1CCCC1CNC(=O)c1csc2c1CCCC2 (centres undefined) | -7 | 3 | -7 | -3 | 1 | -1 | 0 | 4 | -68
O=C(NCc1ccccn1)c1c(Cl)cccc1Cl | -1 | 6 | 7 | -2 | -3 | 3 | -5 | 23 | 3
CC(=O)c1cc2c(cc1NC(=O)CN1CCCCC1C)OCO2 (centres undefined) | -3 | -10 | 7 | -5 | -9 | 0 | -2 | 24 | -13
